# High-throughput results from PubChem.
# aSyn 5UTR inh: MLPCN primary screen, SNCA 5' untranslated region. actives 0.82% (n = 300,000). AID 1813, 2009. inhibition, % (tested at 7.5 µM). alpha-synuclein 5'UTR reporter, inhibitor activity; in the data active = inhibition above about 60%;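 note: H4 neuroglioblastoma cells stably carrying SNCA 5'UTR luciferase fusion; 0% = DMSO wells and 100% = positive control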
# TRPC4 potent: positive allosteric modulators of TRPC4, primary screen, cell-based, mouse TRPC4beta, HEK293 mu-opioid, Fluo-4 calcium; AID 2227, 2009; actives 0.42% (n = 310,000); Short transient receptor potential channel 4 (Mus musculus), Q9QUQ5; DAMGO EC20, Fluo-4 Ca2+ flux; hits give high values; B-score at 10 µM;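 active = B-score of calcium response area above 5 SD of library B-scores, with initial fluorescence ratio within 5 SD of library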;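 note: B-score of integrated fluorescence ratio over time as area under calcium response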
# TRPC4 block: inhibitors of mouse TRPC4 channel, primary screen, Fluo4 calcium, HEK293 TRPC4beta/mu-opioid cells | AID 2247, 2010 | B-score at 10 µM | DAMGO-evoked Fluo4 calcium flux; hits give low values | Short transient receptor potential channel 4 (Mus musculus), Q9QUQ5 | actives 0.39% (n = 300,000);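 active = B-score over 3 SD under the library average, no early fluorescence shift, positive overall ratio signal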
#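 Assay system: TRPC4beta/mu-opioid receptor HEK293 cell line; compound dosing: single concentration per test compound; detection: Fluo4 Ca2+ flux fluorescence; evaluation: per-well B score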
# TRPC6 act: mouse TRPC6 channel activators, primary screen, cell-based, HEK293, membrane potential dye. B-score at 10 µM. Short transient receptor potential channel 6 (Mus musculus), Q61143. actives 0.13% (n = 310,000). HEK293-TRPC6 membrane potential dye fluorescence; hits give high values;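 active = B-score of the integrated fluorescence ratio above library mean plus 3 SD, and starting fluorescence ratio within library mean plus 5 SD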;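 note: higher score means more depolarization so channel activation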
# KLF5 inhibitor: KLF5 expression inhibitors, primary screen, DLD-1 cells, luminescence. DLD-1 KLF5 promoter-luciferase reporter. inhibition, % at 5 µM. actives 0.23% (n = 290,000). AID 1700, 2009;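 active = inhibition above a per-plate limit of that plate's mean compound inhibition plus 3 SD, cut at about 60% in these data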;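 note: 0% = DMSO wells and 100% = LY294002 at 200 µM; higher means less KLF5 promoter-driven luciferase light; inactives centre near -14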
# MrgX1 antag: antagonists of human MrgX1 receptor, primary screen, HEK293 cells, Fluo-4 calcium flux; Mas-related G-protein coupled receptor member X1 (Homo sapiens), Q96LB2; BAM8-22 antagonism; hits give low values; B-score at 10 µM; actives 1.3% (n = 310,000); AID 588676, 2011;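 active = calcium-response B-score plate-corrected more than 3 library SD below zero, starting fluorescence within 5 deviations, no agonist response on first addition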;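 note: peak minus trough fluorescence over baseline after final BAM8-22 challenge near maximal dose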
# Target sequence (Q96LB2 whole entry, looked up): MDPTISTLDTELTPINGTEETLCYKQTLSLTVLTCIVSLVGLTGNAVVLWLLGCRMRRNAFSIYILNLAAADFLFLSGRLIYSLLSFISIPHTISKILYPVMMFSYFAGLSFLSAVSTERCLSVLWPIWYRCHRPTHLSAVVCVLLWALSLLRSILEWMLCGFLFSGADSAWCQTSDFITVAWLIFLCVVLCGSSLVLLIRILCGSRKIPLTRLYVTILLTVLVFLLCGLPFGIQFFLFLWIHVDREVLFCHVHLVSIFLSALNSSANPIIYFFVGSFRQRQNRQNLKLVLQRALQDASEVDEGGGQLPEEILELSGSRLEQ
# HIF activator: HIF pathway transcriptional activators, primary screen, cell-based, U2OS HRE-luciferase, luminescence. U2OS HRE-luciferase reporter; normalized: DMSO 0%, desferrioxamine 100%. activation, % at 7.5 µM (by protocol). actives 0.32% (n = 300,000). AID 1910, 2009;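 active = mean activation of at least 10% of the iron chelator positive control signal, with at least half of replicates also reaching 10%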
# TRPC6 inhibitor: mouse TRPC6 channel inhibitors, primary screen, cell-based, HEK293, membrane potential dye | ACh-evoked depolarization; hits give low values | B-score at 10 µM | actives 1.1% (n = 310,000);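 active = B-score under library mean minus 3 SD, initial fluorescence not abnormally high, positive integrated signal ratio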;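 note: B-score derived from integrated fluorescence ratio over the kinetic read; more negative B-score means stronger inhibition of depolarization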
# IEC-6 tox: cytotoxicity in IEC-6 intestinal epithelial cells, primary screen, cytotoxicity control for KLF5 inhibitor project, cell-based, luminescence; inhibition, % at 5 µM; actives 0.78% (n = 290,000); IEC-6 cytotoxicity, luminescence viability; in the data active = inhibition above about 22%;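 note: 0% = plate median of test compound wells and 100% = cytotoxic reference compound wells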
# SKKanGAS inh: S. pyogenes SKKanGAS growth inhibitors in kanamycin, primary screen, streptokinase expression inhibitor project, SKKanGAS strain, BacTiter-Glo luminescence. inhibition, % at 7.5 µM. 6 h. actives 1.3% (n = 300,000);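 active = mean replicate score, as percent of positive control median, at least 50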;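 note: strain carries kanamycin resistance gene driven by streptokinase promoter and grows in 40 µg/ml kanamycin; loss of luminescence reflects streptokinase promoter inhibition or plain growth inhibition; 0% = median of DMSO wells and 100% = positive control at its reference dose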
# TRPC4 agonist: activators of mouse TRPC4 channel, primary screen, Fluo4 calcium, HEK293 TRPC4beta/mu-opioid cells; AID 2237, 2010; Short transient receptor potential channel 4 (Mus musculus), Q9QUQ5; B-score at 10 µM; Fluo4 calcium fluorescence; hits give high values; actives 0.49% (n = 310,000);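 active = B-score above 5 SD of library B-scores, and initial fluorescence ratio not above library mean plus 5 SD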;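 note: positive B-score marks a calcium rise read as TRPC4 activation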
#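 system = HEK293 cells stably co-expressing mouse TRPC4beta and mu-opioid receptor | schedule = Fluo4 dye loading 45 min at room temperature, 110 s recording | measure = B-scored integrated calcium fluorescence ratio | signal = Fluo4 calcium-sensitive dye fluorescence, kinetic, 1 Hz baseline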
# The depositor's hits bear a star; i = inactive; · = not tested or not shown.
# Under each structure – aSyn 5UTR inh	TRPC4 potent	TRPC4 block	TRPC6 act	KLF5 inhibitor	MrgX1 antag	HIF activator	TRPC6 inhibitor	IEC-6 tox	SKKanGAS inh	TRPC4 agonist
- O=C(Nc1cc([N+](=O)[O-])ccc1N1CCCC1)c1cccs1
    -11	i	i	i	-13	i	0.7	i	4	6	i
- c1ccc(-c2nn3c(-c4ccccc4)nnc3s2)cc1
    -1	i	i	i	1	i	-0.4	i	4	1	i
- COc1ccc(F)cc1S(=O)(=O)N1CCCCC1
    9	i	i	i	-2	i	0.1	i	0	-3	i
- Cc1ccccc1NC(=O)C1CCN(C2=NS(=O)(=O)c3ccccc32)CC1
    -15	i	i	i	-4	i	0.2	i	0	-7	i
- CCC(=O)N1CCN(c2ccc(NC(=S)NC(=O)C(C)C)cc2)CC1
    12	i	i	i	-11	i	1.0	i	-3	2	i
- Cc1ccc(N/N=C/C=C/c2ccco2)cc1
    -157	i	i	i	·	i	4.0	i	·	-12	i
- CSc1ncccc1C(=O)Nc1nccs1
    10	i	i	i	3	i	-0.4	i	7	6	i
- O=C(/C(=C(\O)c1ccccc1)c1nc2ccccc2[nH]1)c1ccccc1
    -108	i	i	i	-7	i	1.2	i	3	-10	i
- Cc1csc(NC(=O)CCc2c(C)nc3cc(-c4cccc(F)c4)nn3c2C)n1
    33	i	i	i	4	i	-0.8	i	5	33	i
- COc1ccccc1OCc1csc(NC(=O)c2ccco2)n1
    -108	i	i	i	-80	i	2.0	i	-1	1	i
- C=CC[n+]1c(-c2ccc(Cl)cc2Cl)csc1Nc1c(C)n(C)n(-c2ccccc2)c1=O
    14	i	i	i	-10	i	-0.1	i	13	-6	i
- COC(CN(C)C(=O)c1ccc(CS(=O)(=O)c2ccccc2C)o1)OC
    14	i	i	i	-15	i	-2.6	i	-2	-1	i
- Cc1nn(C)c(C)c1S(=O)(=O)N1CCc2ccccc21
    26	i	i	i	-20	i	-0.1	i	-6	4	i
- O=C1c2ccccc2NC2(CCCCC2)N1N=C1CCCCC1
    -61	i	i	i	-14	i	2.6	i	3	-15	i
- COc1cc(CNC(C)(C)C)cc(Br)c1OCc1cccs1
    -26	i	i	i	11	-6.1*	0.0	i	-5	-7	i
- CC(C)C[C@@]12C(=O)N(c3cccc(F)c3)C(=O)N1[C@H](c1ccc(F)cc1)[C@@H]1C(=O)N(C3CCCCC3)C(=O)[C@@H]12
    3	i	i	i	·	i	0.7	i	·	10	i
- CCCCCC(=O)OC(CN1CCCCCC1)CN1CCCC1=O (stereo unspecified)
    35	i	i	i	-3	i	-0.3	i	-1	-1	i
- CC(=O)c1ccc(NC(=O)COC(=O)c2ccccc2Sc2ccccc2C#N)cc1
    15	i	i	i	-4	i	0.2	i	-2	11	i
- Cc1ccc(S(=O)(=O)N2Cc3ccccc3CC2C(=O)NC(C)(C)C)cc1 (stereo unspecified)
    3	i	i	i	-47	i	0.4	i	-3	4	i
- Cc1cccc(C(=O)NC(=S)Nc2ccc(S(=O)(=O)N(C)c3ccccc3)cc2)c1
    -20	i	i	i	-14	i	-0.1	i	0	3	i
- COc1ccc(N2C(=O)CSC2c2ccccc2[N+](=O)[O-])cc1 (stereo unspecified)
    -2	i	i	i	-18	i	0.5	i	2	0	i
- Cc1noc(NS(=O)(=O)c2ccc(N/C=C\C(=O)c3ccc4c(c3)OCO4)cc2)c1C
    -23	i	i	i	-28	i	-0.5	i	-6	12	i
- COc1ccc(C2C3=C(CC(C)(C)CC3=O)Nc3c2c(=O)n(C)c(=O)n3C)cc1OC (stereo unspecified)
    -6	i	i	i	-44	i	0.3	i	-5	2	i
- COc1ccc(/C(N)=N/OC(=O)COc2ccccc2Cl)cc1
    -141	i	i	i	-48	i	2.0	i	-8	-8	i
- c1cnc2nc(CSc3ncn[nH]3)cn2c1
    24	i	i	i	0	i	0.5	i	-6	·	i
- CCOc1ccc(NC(=O)C2C3CCC4C(CCC32)C4(Cl)Cl)cc1 (stereo unspecified)
    -32	i	i	i	-29	i	0.2	i	8	6	i
- OCCNc1nc(N2CCCCC2)nc2ccccc12
    -4	i	i	i	-38	i	-0.7	i	1	6	i
- COc1ccc(C)cc1NC(=O)CSc1nnc2ccc(-c3ccncc3)nn12
    14	i	i	i	·	i	-0.2	i	·	-6	i
- COc1ccc(NC(=S)N(CCc2nc3cc(C)c(C)cc3[nH]2)Cc2cccnc2)cc1
    2	i	i	i	-32	i	0.1	i	-2	-3	i
- C/C(=N\O)C(=O)NCCN(C)C
    16	i	i	i	-38	i	-0.1	i	4	-3	i

# A different layout for part of the listing above.
compound | aSyn 5UTR inh | TRPC4 potent | TRPC4 block | TRPC6 act | KLF5 inhibitor | MrgX1 antag | HIF activator | TRPC6 inhibitor | IEC-6 tox | SKKanGAS inh | TRPC4 agonist
CCCCCC(=O)OC(CN1CCCCCC1)CN1CCCC1=O (stereo unspecified) | 35 | i | i | i | -3 | i | -0.3 | i | -1 | -1 | i
CC(=O)c1ccc(NC(=O)COC(=O)c2ccccc2Sc2ccccc2C#N)cc1 | 15 | i | i | i | -4 | i | 0.2 | i | -2 | 11 | i
Cc1ccc(S(=O)(=O)N2Cc3ccccc3CC2C(=O)NC(C)(C)C)cc1 (stereo unspecified) | 3 | i | i | i | -47 | i | 0.4 | i | -3 | 4 | i
Cc1cccc(C(=O)NC(=S)Nc2ccc(S(=O)(=O)N(C)c3ccccc3)cc2)c1 | -20 | i | i | i | -14 | i | -0.1 | i | 0 | 3 | i

# Reprinted at random: 5 compounds from above, in no set order.
# Under each structure – aSyn 5UTR inh	TRPC4 potent	TRPC4 block	TRPC6 act	KLF5 inhibitor	MrgX1 antag	HIF activator	TRPC6 inhibitor	IEC-6 tox	SKKanGAS inh	TRPC4 agonist
- COc1ccc(N2C(=O)CSC2c2ccccc2[N+](=O)[O-])cc1 (stereo unspecified)
    -2	i	i	i	-18	i	0.5	i	2	0	i
- COc1ccc(C2C3=C(CC(C)(C)CC3=O)Nc3c2c(=O)n(C)c(=O)n3C)cc1OC (stereo unspecified)
    -6	i	i	i	-44	i	0.3	i	-5	2	i
- COc1ccccc1OCc1csc(NC(=O)c2ccco2)n1
    -108	i	i	i	-80	i	2.0	i	-1	1	i
- CSc1ncccc1C(=O)Nc1nccs1
    10	i	i	i	3	i	-0.4	i	7	6	i
- Cc1nn(C)c(C)c1S(=O)(=O)N1CCc2ccccc21
    26	i	i	i	-20	i	-0.1	i	-6	4	i

# Next section:
# Under each structure – aSyn 5UTR inh	TRPC4 potent	TRPC4 block	TRPC6 act	KLF5 inhibitor	MrgX1 antag	HIF activator	TRPC6 inhibitor	IEC-6 tox	SKKanGAS inh	TRPC4 agonist
- Cc1ccc(-n2nc(C(=O)O)c(O)cc2=O)cc1
    -5	i	i	i	-13	i	-0.2	i	-2	-4	i
- Cc1ccc(N(C(=O)c2csnn2)C(C(=O)NC(C)(C)C)c2cccnc2)cc1 (stereo unspecified)
    -4	i	i	i	-17	i	-0.7	i	1	-6	i
- COc1ccc(O)c(CN2CCCC(N3CCc4ccccc4C3)C2)c1 (stereo unspecified)
    -3	i	i	i	-45	i	-16	i	1	0	i
- Cc1nonc1NCn1nnc2ccccc21
    -1	i	i	i	-15	i	0.2	i	5	-4	i
- Cc1cc(=O)[nH]c(SCC(N)=O)c1C#N
    8	·	·	·	-17	i	-0.2	·	-3	-3	·
- CC(C)OC(=O)C1C2C=CC3(CN(CC4CCCO4)C(=O)C13)O2 (stereo unspecified)
    -2	i	i	i	-23	i	-0.3	i	-4	12	i
- COn1c(=O)c(-c2cccc(Br)c2)[n+]([O-])c2ccccc21
    3	i	i	i	-17	i	-2.8	i	-3	-5	i
- NNc1nc2sc3c(c2c(=O)[nH]1)CCc1ccccc1-3
    -15	i	i	i	-30	i	0.0	i	-4	24	i
- COc1ccccc1N1CCN(C(=O)c2ccc(S(=O)(=O)N3CCCCCC3)cc2)CC1
    10	i	i	i	12	i	0.0	i	-1	-3	i
- COc1cc(NC(=O)c2cc(-c3ccc(C)cc3)on2)cc(OC)c1OC
    17	i	i	i	-8	i	-9.7	i	6	-2	i
- CCCc1nnc(SCC(=O)Nc2ccccc2F)o1
    -8	i	i	i	-38	i	0.5	i	2	0	i
- CN1CCN(c2nc(-c3ccc(Br)cc3)nnc2-c2ccccc2)CC1
    -123	i	i	i	-67	i	2.2	i	3	-12	i
- O=C(NCc1ccccn1)C(=O)NN=C1CCCCCCCCCCC1
    19	i	i	i	3	i	-0.1	i	-2	0	i
- Cc1c(NC(=O)c2ccc(Br)o2)cccc1C(=O)O
    -86	i	i	i	-51	i	1.1	i	1	-3	i
- COc1ccc(CN(CCO)CCO)cc1[N+](=O)[O-]
    3	i	i	i	-25	i	0.7	i	-2	·	i
- O=C(NCc1ccccc1)C1CCCN(S(=O)(=O)c2cccnc2)C1 (stereo unspecified)
    6	i	i	i	-1	i	-0.2	i	-1	2	i
- Cc1cc(O)ccc1NC(=O)c1ccccc1
    -9	i	i	i	-9	i	0.2	i	8	-6	i
- Cc1cc(=O)oc2cc(NC(=O)C(CCCN=C(N)N)NC(=O)OCc3ccccc3)ccc12 (stereo unspecified)
    -11	i	i	i	-14	i	-49	i	1	1	i
- O=C(NCc1ccccn1)C1CCCN(S(=O)(=O)c2ccccc2)C1 (stereo unspecified)
    2	i	i	i	-22	i	-0.3	i	0	1	i
